# HCMV antiviral = human cytomegalovirus inhibition | HFF cells, HCMV-luciferase reporter, 72 h; stronger effect = lower value | activity change, negative = inhibition, % at 57.5 µM | 4.5% of 410,000 active | AID 1259415; in the data active = activity change below about -60%; inconclusive = no clear call, values can overlap the other calls; inactive = above about -39%
#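 After 16 h attachment at 37C, HFF cells received test compound and HCMV-luciferase (1 PFU/cell); reporter luminescence read 72 h later, data normalized against buffer-only and known inhibitor Salinomycin.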
# Giardia FBPA inh = blocks Giardia fructose-bisphosphate aldolase activity | 0.71% of 290,000 active | AID 2451 | purified Giardia FBPA | Potency, µM (top dose mostly 59.6 µM), without a hit: at the highest dose activity, negative = inhibition, actives largely listed as inhibitors | A8B2U2; note: potency is the fitted concentration of half-maximal effect; nearly all actives have a fitted effect of over 55% in size
# Target sequence (A8B2U2 whole entry, looked up): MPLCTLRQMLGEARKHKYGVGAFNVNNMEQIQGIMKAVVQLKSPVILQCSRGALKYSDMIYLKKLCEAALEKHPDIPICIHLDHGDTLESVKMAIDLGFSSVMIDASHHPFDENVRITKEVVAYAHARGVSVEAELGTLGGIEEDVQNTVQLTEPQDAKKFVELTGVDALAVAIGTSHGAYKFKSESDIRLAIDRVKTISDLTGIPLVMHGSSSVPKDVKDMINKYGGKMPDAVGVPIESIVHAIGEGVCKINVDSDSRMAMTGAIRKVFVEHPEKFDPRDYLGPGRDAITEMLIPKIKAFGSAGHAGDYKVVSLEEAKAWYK
#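 Giardia FBPA (40 nM reagent) was preincubated 10 min at RT with compound (up to 57.5 uM final), then substrate plus GAPDH/TPI/NAD/arsenate coupling system with diaphorase/resazurin was added; resorufin fluorescence (525/598 nm) was read after 20 min.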
# HCV inhibitor = blocks hepatitis C virus | 3.4% of 340,000 active | Huh7.5.1 HCVcc-Cre infection, luciferase reporter, 44 h | AID 651820 | Potency, µM (titrated, usually from 41.8 µM), for the others: top-dose activity change, negative = inhibition, most hits filed as inhibitors; note: potency is the fitted concentration of half-maximal effect
#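 A cell-based infection assay in which seeded cells (1,000 per well) receive test compound after 4 h, are inoculated with HCVcc-Cre at approximately 0.5 moi, and are incubated 44 h before luminescence detection.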
# Sm TGR inh = inhibitors of Schistosoma mansoni thioredoxin glutathione reductase; Q962Y6; purified TGR, DTNB reduction, TNB absorbance 405 nm; Potency, µM (series often up to 114 µM), inactives show at the top dose activity change, negative = inhibition, actives largely listed as inhibitors; 3% of 360,000 active; AID 485364; note: potency is the fitted concentration of half-maximal effect; nearly all actives have a fitted effect of over 60% in size
#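 Kinetic colorimetric format: TGR-catalysed, NADPH-driven DTNB reduction monitored via TNB absorbance. Enzyme dispensed at 20 nM; compound exposure 15 min at room temperature before reaction start.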
# AmpC inh detg = inhibitors of E. coli AmpC beta-lactamase with detergent; AmpC hydrolysis of nitrocefin, absorbance 480 nm, 0.01% Triton; P00811; Potency, µM (top dose mostly 114 µM), for the others: top-dose activity change, negative = inhibition, hits mostly inhibitors; 0.041% of 370,000 active;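 note: potency is the fitted concentration of half-maximal effect; 0% = no-compound wells and -100% = no-enzyme wells; nearly all actives have a fitted effect of over 25% in size; some results filed as inactive show a strong effect at the top dose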
# Target sequence (P00811 whole entry, looked up): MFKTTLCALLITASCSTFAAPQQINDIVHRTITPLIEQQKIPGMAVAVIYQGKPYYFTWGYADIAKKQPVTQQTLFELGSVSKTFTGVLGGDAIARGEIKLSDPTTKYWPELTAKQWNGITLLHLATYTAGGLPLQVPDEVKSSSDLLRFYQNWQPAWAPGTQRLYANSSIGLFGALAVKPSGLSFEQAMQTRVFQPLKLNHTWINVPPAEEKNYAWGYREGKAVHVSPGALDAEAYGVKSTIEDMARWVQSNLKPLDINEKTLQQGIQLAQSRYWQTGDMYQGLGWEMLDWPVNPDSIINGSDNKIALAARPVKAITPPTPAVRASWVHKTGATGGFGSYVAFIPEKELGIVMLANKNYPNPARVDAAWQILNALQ
#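 AmpC (5.3 nM in the dispensed reagent) in 20 mM phosphate pH 7.0 with 0.01% (detergent screen) or 0.0001% Triton X-100 was preincubated with compounds for 15 min at room temperature. Nitrocefin was then added from an 800 uM solution, and hydrolysis was followed at 480 nm.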
# AmpC inh no detg = AmpC beta-lactamase inhibition without detergent. P00811. AmpC nitrocefin hydrolysis, absorbance 480 nm, 0.0001% Triton. Potency, µM (series often up to 57.1 µM), for the others: at the top dose activity change, negative = inhibition, most hits filed as inhibitors. 0.52% of 330,000 active. AID 485341;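 note: potency is the fitted concentration of half-maximal effect; plate controls were no compound for no effect and no enzyme for full effect; nearly all actives have a fitted effect of over 20% in size; some results filed as inactive show a strong effect at the top dose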
#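 AmpC (5.3 nM in the dispensed reagent) in 20 mM phosphate pH 7.0 with 0.01% (detergent screen) or 0.0001% Triton X-100 was preincubated with compounds for 15 min at room temperature. Nitrocefin was then added from an 800 uM solution, and hydrolysis was followed at 480 nm.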
# * hit, by the source's call; ? = inconclusive; . = not tested or not shown; [ ] = remark or other dose. Unless noted, calls come from the whole dose curve; as a rule, active = well fitted curve in the direction sought with a large enough effect; inconclusive = small, poorly fitted or top-dose-only effect, or another doubt; inactive = no such curve, though single readings can be large; an effect the other way counts as inactive or inconclusive. Unless noted, % is set by controls: 0 for no effect and ±100 for the full control effect.
SMILES	AmpC inh detg	HCMV antiviral	AmpC inh no detg	HCV inhibitor	Sm TGR inh	Giardia FBPA inh
COc1ccccc1C(=O)C1CCCN(Cc2cccc(OCCO)c2)C1 (stereo unspecified)	-11%	55	-10%	-1%	1%	-5%
CC(=O)Nc1ccc(/C=C(\C#N)C(=O)NCc2ccccc2)cc1	-6%	38	-45%	17%	-4%	4%
O=C(Nc1ccc(Nc2ccncc2)cc1)c1ccc(Nc2ccnc3ccc([N+](=O)[O-])cc23)cc1	-13%	-8	-14%	15%	-31%	12%
C/C(=N\NC(=O)Cc1ccc(F)cc1)c1ccc(O)cc1	1%	-6	-14%	0%	2%	2%
COc1c(-c2ccccc2)oc2c(ccc3occc32)c1=O	?	-11	-5%	?	1%	1%
N=c1c2c3c(sc2ncn1CCN1CCOCC1)CCCC3	-1%	28	-11%	?	-2%	0%
O=C(CCNC(=O)Cn1ccc2ccccc2c1=O)NCCCN1CCOCC1	-6%	-21	74%[activator]	25%	-1%	0%
CCCCc1ccc(Nc2nc(CCC)cc(=O)[nH]2)cc1	-1%	-10	-28%	-20%	-8%	-4%
C[C@H](CO)N1C[C@H](C)[C@H](CN(C)C(=O)Nc2ccc(C(F)(F)F)cc2)Oc2c(NC(=O)c3ccncc3)cccc2C1=O	.	-20	132%[activator]	?	.	.
Cc1cc(OCc2ccc([N+](=O)[O-])cc2)c2c3c(c(=O)oc2c1)CCCC3	-6%	25	-27%	-18%	0%	7%
Cc1ccc(N2C(=O)CSC23C(=O)N(CC(=O)NC2CCCCC2)c2ccccc23)cc1C (stereo unspecified)	-2%	-2	.	.	6%	.
Cc1ccc(S(=O)(=O)NCCNc2ccc([N+](=O)[O-])cc2C(F)(F)F)cc1	-10%	8	-37%	-10%	-7%	-2%
O=c1c2ccccc2c(C=Nc2ccc(O)cc2)c(O)n1Cc1ccccc1	-3%	26	-29%	?	-28%	-4%
O=C(N/N=C/c1ccco1)c1ccn[nH]1	-1%	-22	-8%	8%	6%	3%
O=C(c1cc(-c2ccccc2)nc2ccccc12)N1CCC2(CC1)OCCO2	-3%	27	71%	12%	9%	.
Fc1c(F)c(C(F)(F)F)c(F)c(F)c1N/N=C\c1cccs1	2%	-18	-27%	10%	0%	-11%
COc1cc(/C=C/C(=O)O[C@H]2[C@H](O[C@@H]3O[C@@H](C)[C@H](O)[C@@H](O)[C@H]3O)[C@@H](O)[C@H](OCCc3ccc(O)c(OC)c3)O[C@@H]2CO)ccc1O	.	15	88%[activator]	22%	.	.
CN1CC=C2C(C#N)=C(N)C(C#N)(C#N)C(CCc3ccccc3)C2C1 (stereo unspecified)	4%	.	-31%	-3%	-16%	?
Cc1nc2ccc(NC(=O)c3cccc(S(=O)(=O)N(C)c4ccccc4)c3)cc2s1	-6%	.	-3%	10µM*	0%	-6%
O=C(Oc1c(CN2CCOCC2)cc(Cl)c2cccnc12)c1ccccc1Br	-1%	-67*	12%	?	-27%	?
CCSc1nnc(NC(=O)[C@@H](NC(=O)c2ccccc2)C(C)C)s1	2%	-35	-46%	3%	-25%	-17%
CCN(Cc1ccc2c(c1)OCO2)C(=O)CSc1nc(C)nc2sc(C)c(C)c12	-2%	-20	-23%	?	-7%	.
CCN(CC)C(=O)c1cccc(NC(=O)c2ccccc2OCc2c(C)noc2C)c1	5%	-16	53%	2%	8%	.
NC(=O)C1CCCN(CC(O)COCc2ccc(Cl)cc2)C1 (stereo unspecified)	-13%	5	-10%	9%	1%	?
Cc1cccc(C)c1NC(=O)c1sc(-n2nc(C)c(Cc3ccccc3)c2C)nc1C	24%	0	.	.	5%	.

# A few values from the list:
# Giardia FBPA inh result of COc1ccccc1C(=O)C1CCCN(Cc2cccc(OCCO)c2)C1 (stereo unspecified) : -5%
# AmpC inh detg result of NC(=O)C1CCCN(CC(O)COCc2ccc(Cl)cc2)C1 (stereo unspecified) : -13%
# HCMV antiviral result of Cc1cccc(C)c1NC(=O)c1sc(-n2nc(C)c(Cc3ccccc3)c2C)nc1C : 0
# AmpC inh no detg result of N=c1c2c3c(sc2ncn1CCN1CCOCC1)CCCC3 : -11%

# Quoted at random: 2 records from the list.
SMILES	AmpC inh detg	HCMV antiviral	AmpC inh no detg	HCV inhibitor	Sm TGR inh	Giardia FBPA inh
CCN(CC)C(=O)c1cccc(NC(=O)c2ccccc2OCc2c(C)noc2C)c1	5%	-16	53%	2%	8%	.
O=C(Nc1ccc(Nc2ccncc2)cc1)c1ccc(Nc2ccnc3ccc([N+](=O)[O-])cc23)cc1	-13%	-8	-14%	15%	-31%	12%

# Other records.
SMILES	AmpC inh detg	HCMV antiviral	AmpC inh no detg	HCV inhibitor	Sm TGR inh	Giardia FBPA inh
COc1ccc(C)cc1NC(=O)NNC(=O)C1CCC(C(C)(C)C)CC1 (stereo unspecified)	?	-37	-21%[2.29 µM]	-19%	-6%	3%
Cc1c(/C=C2\SC(=Nc3cccc(C(=O)O)c3)NC2=O)c2ccccc2n1C	2%	-12	-36%	9%	1%	18%
CCOC(=O)CNS(=O)(=O)c1ccc(C)cc1	-12%	5	1%	17%	1%	0%
CCN(CC)Cc1c(C(=O)N/N=C(\C)c2ccncc2)nnn1-c1nonc1N	-10%	30	-2%	2%	-6%	-2%
S=c1[nH]nc(-c2cc(-c3ccccc3)n[nH]2)n1/N=C/c1ccccc1	-11%	-4	-54%	16%	-3%	10%
CCC(c1nnnn1C1CCCC1)N1CCC(C(N)=O)CC1 (stereo unspecified)	-1%	-37	-1%	6%	0%	6%
Cc1onc(-c2ccccc2Cl)c1C(=O)O/N=C(\N)c1ccccc1	4%	55	-30%	?	?	.
CC(Cc1ccsc1)NCc1cn[nH]c1-c1ccc(F)cc1F (stereo unspecified)	-3%	-24	-5%	-2%	2%	-11%
CC(C(=O)Nc1nc2ccccc2s1)n1cc([N+](=O)[O-])cn1 (stereo unspecified)	-11%	-33	-31%	-4%	-17%	1%
S=c1[nH]nc(-c2ccc3ccccc3n2)n1-c1ccccc1	-6%	32	-14%	41%[activator]	-17%	6%
CC(C)CN(CC(C)C)C(=S)NC1CCCCC1	-4%	-17	-13%	6%	-8%	4%
COc1cc(OC)cc(N(C(=O)c2snc(C(N)=O)c2N)C(C(=O)NCC2CCCO2)c2ccc(C)o2)c1 (stereo unspecified)	3%	-12	122%[activator]	.	-19%	-18%
COC(=O)c1ccc(CC(=O)c2ccc(O)cc2O)o1	-1%	.	-49%	2%	?	-3%
O=C(NCc1ccco1)c1nnc(Cc2ccc(F)cc2)o1	-2%	29	-19%	9%	0%	7%
Cc1nn(CCOc2cccc(Cl)c2)c(C)c1[N+](=O)[O-]	5%	21	3%	-11%	3%	.
O=C(CN1CCN(c2ccccc2)CC1)Nc1scc2c1c(=O)oc1ccccc12	8%	26	-13%	-2%	0%	4%
CC(=O)c1cccc(NC(=O)c2cc(C)nc3c2c(C)nn3-c2cccc(Cl)c2C)c1	-2%	-14	.	.	1%	.
COc1cc(/C=N/NC(=O)c2cccnc2)cc2c1OCO2	-14%	-12	-20%	-2%	4%	-6%
CCc1sc(C(=O)Nc2cccc(-n3cnnn3)c2)cc1C	5%	?	-24%	?	-11%	.
O=C1CC(c2ccccc2)n2nc(NC(=O)c3cccnc3)nc2N1 (stereo unspecified)	?	25	2%	.	-4%	3%
Cc1cccc(Oc2coc3cc(O)ccc3c2=O)c1	4%	7	-31%	10%	-3%	14%
O=C(NCc1ccccn1)c1cc(S(=O)(=O)N2CCN(c3ccccc3)CC2)ccc1Cl	-8%	-17	-7%	?	0%	-6%
COc1cccc(-c2n[nH]c(=S)n2Cc2ccco2)c1	-1%	14	-45%	2%	35µM*	-15%
COc1ccc([N+](=O)[O-])cc1NS(=O)(=O)c1cc(C(=O)O)ccc1OC	1%	-7	-11%	16%	7%	1%
COc1ccc(OCC(=O)N/N=C(/C)Cc2ccccc2)cc1	-1%	-3	-6%	?	6%	1%
Cc1ccc(S(=O)(=O)N2CN(Cc3ccco3)c3nc4ccccc4nc32)cc1C	5%	32	-46%	?	?	-8%
CCOc1ccc(NC(=O)Cn2cc(C(=O)c3ccc(F)cc3)c(=O)c3cc4c(cc32)OCCO4)cc1	4%	5	.	.	-10%	.
Cc1ccc2nc(NC(=O)CSCC(=O)OCC(=O)c3ccc(Br)cc3)sc2c1	-11%	-4	-46%	4%	-33%	-9%
FC(F)(F)c1ccccc1CNCCc1c[nH]c2ccccc12	2%	48	-15%	7%	-32%	-25%
COc1cccc(-c2cc(C(=O)N3CCCCC3C)no2)c1 (stereo unspecified)	0%	107	6%	-1%	6%	0%
CC(=O)Nc1ccc(SC[C@H](Cc2ccccc2)N2CC[C@@H](C)CCC2=O)cc1	6%	7	101%[activator]	17%	-1%	.
Cc1ccc(C(=O)Oc2cc(C)[nH]c(=O)c2[N+](=O)[O-])cc1	2%	49	19%	22%	-2%	-28%
CCOC(=O)N1CCC(NC(=O)c2cnn(-c3ccc(C)cc3)c2C2CCN(C(=O)OC(C)(C)C)CC2)CC1	4%	0	.	.	?	.
Cc1ccnc(NC(=O)c2ccc(Cl)c(NC(=O)c3ccccc3C)c2)c1	4%	.	-32%	?	4%	-1%
COc1ccccc1-n1c(SCC(=O)Nc2ccc(NC(C)=O)cc2)nc2c([nH]c3ccccc32)c1=O	?	82	99%[activator]	?	2%	-4%
O=C(Nc1ccccc1C(=O)N1CCOCC1)c1ccco1	?	51	-14%	7%	0%	14%
NNc1ccc(Cc2ccc(Cl)cc2Cl)nn1	0%	-70*	-23%	?	-7%	-6%
CCCn1nnc(NC(=O)c2ccc(-c3ccccc3)cc2)n1	?	13	-10%	?	-7%	0%
COc1ccc(OC)c(NC(=O)CS(=O)(=O)Cc2nc(-c3ccccc3C)oc2C)c1	?	22	11%	?	?	-26%
COC(=O)[C@H](Cc1c[nH]c2ccccc12)NC(=O)Nc1ccccc1OC	8%	-2	-20%	10%	6%	-3%
Oc1ccc(-c2onc3ccc(Cl)cc23)cc1	?	?	-39%	?	?	?
COc1ccc(C(=O)Nc2ccc(SC(F)F)cc2)cc1	2%	42	-22%	?	9%	-5%
O=C1NC(=O)C(=Cc2ccc(-c3ccc(S(=O)(=O)N4CCOCC4)cc3)o2)C(=O)N1	-1%	19	-11%	26%	?	-5%
CC(C)CCNC(=O)CCS(=O)(=O)c1cccc2nonc12	-7%	20	17%	4%	-16%	3%
Cc1cccc(NC(=S)NC(=O)c2oc3ccccc3c2C)n1	8%	57	-14%	6%	5%	-6%
Cc1ccc(S(=O)(=O)N2CCC(C(=O)N3CCC[C@H]3C(=O)NC3CCS(=O)(=O)C3)CC2)cc1 (stereo partly specified)	-7%	-23	-21%	4%	-4%	-8%
CCOC(=O)c1c(C)n(-c2ccccc2)c2ccc(OC(=O)c3cccc(OC)c3OC)cc12	-5%	-5	.	.	-1%	.
CC(C)(C)C(O)CN1CCCC1 (stereo unspecified)	-11%	-8	-30%	4%	-6%	0%
CSc1nc(C)c(CCOCc2ccc(F)cc2)c(=O)[nH]1	?	-15	4%	-2%	1%	4%

# High-throughput results from PubChem BioAssay.
